ATG4B inh: inhibitors of human ATG4B cysteine protease | Q9Y4P1 | ATG4B cleavage of LC3-PLA2, NBD-HPC fluorescence, 1 h | inhibition, % at 8.33 µM | actives 0.51% (n = 340,000) | AID 504462; in the data active = inhibition above about 40%
Target sequence (Q9Y4P1 whole entry, looked up): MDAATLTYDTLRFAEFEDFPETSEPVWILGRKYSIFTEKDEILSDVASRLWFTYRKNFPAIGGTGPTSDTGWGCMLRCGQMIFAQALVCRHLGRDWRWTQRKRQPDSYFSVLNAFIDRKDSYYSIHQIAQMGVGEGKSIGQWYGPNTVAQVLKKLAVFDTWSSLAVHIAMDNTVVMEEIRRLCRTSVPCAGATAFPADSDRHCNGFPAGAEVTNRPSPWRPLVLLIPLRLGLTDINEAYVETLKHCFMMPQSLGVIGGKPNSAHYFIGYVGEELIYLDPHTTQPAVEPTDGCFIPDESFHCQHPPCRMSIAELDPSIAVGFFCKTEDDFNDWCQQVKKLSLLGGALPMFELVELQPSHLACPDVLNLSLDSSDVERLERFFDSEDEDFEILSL
PfGluPho inh: PfG6PD (Plasmodium falciparum) enzyme inhibition. PfGluPho enzyme, NADPH resazurin-diaphorase fluorescence. inhibition, % at 20 µM. actives 0.78% (n = 350,000);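 active = inhibition reaching at least a set limit at 20 µM in the primary screen, cut at about 59% in these data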;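 also: 0% = DMSO wells with substrate and 100% = DMSO wells lacking glucose-6-phosphate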
GRIN3A LBD mod: modulates the human NR3A ligand-binding domain | NR3A LBD differential scanning fluorimetry, Tm shift; 0% = protein alone, 100% = glycine-bound protein | Tm shift relative to glycine control, % at 25 µM | actives 2.5% (n = 340,000) | AID 1259313;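 active = melting temperature shift of at least 10% of the positive control shift, at one fixed dose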
HKDC1 inhibitor: blocks human hexokinase HKDC1 activity; actives 0.16% (n = 340,000); Q2TB90; inhibition, % at 20 µM; recombinant HKDC1, G6PDH/diaphorase resazurin coupled fluorescence;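 active = inhibition above about 35% when tested at 20 µM, limit read from the data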;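 also: plate controls were DMSO wells with enzyme for no effect and DMSO wells lacking enzyme for full effect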
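Assay system: in-house recombinant HK5 (HKDC1) enzyme. Input: HKDC1 at 5 µg/mL. Medium: Tris pH 8.0 buffer with MgCl2, Tween-20, BSA, BME. Dosing: single 20 µM dose. Schedule: 90 min reaction incubation at room temperature, dark. Signal: resazurin-to-resorufin fluorescence via G6PDH and diaphorase coupling, 525/613 nm. Controls: DMSO-enzyme wells negative, buffer-substituted wells positive.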
SENP8 inh: SENP8 (human) protease inhibition. actives 0.64% (n = 360,000). AID 602440. inhibition, % at 20 µM. recombinant SENP8, Nedd8 substrate fluorescence. Q96LD8; in the data active = inhibition mostly above about 40%, no sharp cut-off; inactive = mostly below about 27%
Target sequence (Q96LD8 whole entry, looked up): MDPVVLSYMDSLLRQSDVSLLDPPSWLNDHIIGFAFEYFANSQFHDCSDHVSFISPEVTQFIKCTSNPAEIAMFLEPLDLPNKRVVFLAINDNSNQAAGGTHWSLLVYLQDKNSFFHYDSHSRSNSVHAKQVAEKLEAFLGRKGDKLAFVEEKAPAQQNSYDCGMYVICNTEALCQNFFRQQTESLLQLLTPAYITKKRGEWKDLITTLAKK
MPTP inh: blocks calcium-induced mitochondrial swelling; isolated mouse mitochondria, Ca2+ swelling absorbance, 30 min; inhibition, % at 10 µM; actives 1.4% (n = 360,000); AID 602449;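 active = inhibition of 50% or more, scaled per plate between neutral and stimulator controls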;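 also: 0% = DMSO wells given calcium and 100% = 1 mM EGTA wells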
SENP6 block: blocks the human protease SENP6 | Q9GZR1 | Recombinant SENP6 catalytic domain, aminoluciferin luminescence | inhibition, % at 10 µM | actives 1.8% (n = 330,000) | AID 2599;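 active = inhibition above about 50% at the single tested dose, limit read from the data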;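 also: plate controls were DMSO wells with enzyme for no effect and DMSO wells lacking enzyme for full effect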
Target sequence (Q9GZR1 628-1112 limits assumed): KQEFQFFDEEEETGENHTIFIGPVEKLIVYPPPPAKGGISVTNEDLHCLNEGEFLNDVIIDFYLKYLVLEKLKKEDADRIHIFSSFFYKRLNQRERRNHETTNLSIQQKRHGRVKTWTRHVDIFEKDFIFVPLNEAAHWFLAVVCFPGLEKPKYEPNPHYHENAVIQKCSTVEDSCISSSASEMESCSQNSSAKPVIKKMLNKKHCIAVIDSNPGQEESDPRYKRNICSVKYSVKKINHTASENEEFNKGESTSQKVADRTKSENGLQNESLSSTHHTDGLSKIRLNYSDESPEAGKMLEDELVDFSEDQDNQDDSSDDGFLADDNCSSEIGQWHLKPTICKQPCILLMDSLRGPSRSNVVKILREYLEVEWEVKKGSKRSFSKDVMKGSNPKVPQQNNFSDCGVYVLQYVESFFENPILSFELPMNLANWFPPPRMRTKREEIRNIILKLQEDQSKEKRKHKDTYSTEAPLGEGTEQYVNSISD
SENP7 block: inhibitors of human SENP7 protease; AID 434973; inhibition, % at 5 µM; Q9BQF6; actives 1.5% (n = 330,000); recombinant SENP7, Z-RLRGG-aminoluciferin luminescence, 40 min;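 active = inhibition above about 50% at the single test dose, limit read from the data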;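 also: plate controls were DMSO with enzyme for no effect and no enzyme buffer wells for full effect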
* marks the source's active call; other numbers are inactive results; i = inactive; x = no result given; & = joins results of further samples.

SMILES | ATG4B inh | PfGluPho inh | GRIN3A LBD mod | HKDC1 inhibitor | SENP8 inh | MPTP inh | SENP6 block | SENP7 block
CCOC(=O)c1c(C)n(Cc2ccccc2)c2ccc(O)cc12 | -18.1 | 9.8 | -6.5 | 2.6 | 0.0 | 1.7 | -29.9 | -6.3
Cc1c(P(=S)(c2ccccc2)c2ccccc2)[n+]2ccccc2n1C | -2.1 | -5.2 | -1.4 | 16.8 | 19.5&9.7 | -0.9&-2.0 | x | x
O=[N+]([O-])c1ccc(C[n+]2c(-c3ccccc3)cc(-c3ccccc3)cc2-c2ccccc2)cc1 | -0.9 | -2.4 | -1.4 | 4.9 | i | 0.4 | -13.5 | -7.6
COC(=O)CC1=C(C(=O)OC)C2(C(=O)Nc3c(C)cccc32)C(C#N)=C(N)O1 (stereo not drawn) | -4.3 | -5.3 | -1.7 | -6.2 | 2.3 | 0.9 | -6.2 | 8.2
Ic1ccccc1CN[C@@H]1C2CCN(CC2)[C@@H]1C(c1ccccc1)c1ccccc1 | -1.3 | 9.8 | -4.7 | -0.4 | 10.7 | 87.4* | 3.1 | 5.5
Cn1ccc(NC(=O)CCl)n1 | -5.8 | -1.8 | -1.2 | -6.4 | 8.9 | 0.2 | 22.8 | -2.5
CC(N)Cc1c[nH]c2ccc(Cl)cc12 (stereo not drawn) | 8.8 | 3.9 | -0.1 | 3.7 | 28.8 | -4.0 | 4.0 | 6.9
Nc1ccccc1Cl | -0.9 | 5.7 | 0.1 | -3.8 | 4.5 | 0.3 | -21.3 | -6.6
COc1ccc(NP(=O)(Oc2ccccc2OC)Oc2ccccc2OC)cc1 | -19.1 | 30.2 | -1.3 | -5.9 | 14.0 | 1.4 | -14.6 | -10.5
C[C@]12CCC3C(CC[C@@H]4CC(=O)CC[C@]34C)C1CC[C@@H]2O (stereo partly drawn) | -10.3 | 6.9 | -1.0 | -2.1 | 8.3 | 1.8 | 0.8 | 3.7
CCC(C)NS(=O)(=O)c1ccc(OCC(=O)N2CCN(CC)CC2)cc1 (stereo not drawn) | 1.4 | 8.7 | -0.5 | -9.8 | 13.1 | -0.6 | 5.5 | 1.7
Cn1c(O)c(/C=N/c2ncccn2)c(=O)n(C)c1=O | 5.0 | -12.2 | 0.3 | 1.0 | 19.3 | -0.7 | -7.8 | -6.4
COc1ccc(C(C)=O)cc1CC(C(=O)c1ccc(F)cc1)N(C)C (stereo not drawn) | -4.5 | 0.7 | -1.8 | 5.7 | 0.3 | -2.8 | 5.2 | -6.3
CC1CCCCC1NC(=O)CNC(=S)N1CC2CC(C1)c1cccc(=O)n1C2 (stereo not drawn) | -5.0 | 5.7 | -3.2 | -2.0 | 5.0 | 1.0 | 12.8 | 4.6
CC1(C)COC(Nc2ccc(Cl)cc2)=N1 | 11.9 | 9.8 | 0.8 | 2.7 | 10.2 | -1.9 | 0.5 | -8.7
CCCCC12CNCC(C)(CNC1)C2=O | 2.9 | -1.3 | -0.5 | -2.6 | 15.0 | 2.0 | 5.6 | -2.4
CNC(=S)N/N=C1\C2CN3CCN(C2)CC1(c1ccccc1)C3 | -3.9 | -5.4 | -1.1 | -2.9 | -0.2 | -1.4 | -14.2 | -1.7
C[C@]12CC[C@H](O)CC1=CCC1C2CC[C@@]2(C)C1CC[C@@H]2OCc1ccccc1 (stereo partly drawn) | -3.0 | -5.7 | 2.6 | -6.8 | 2.0 | -0.4 | -8.8 | -8.3
COC(=O)c1cc2c(s1)=NC=NP=2(N1CCOCC1)N1CCOCC1 | -1.1&-2.9 | -4.4&2.0 | -1.0&0.8 | -4.2&-4.5 | -147.1&-82.0 | -1.1&-1.0 | -24.0 | 1.6
OC1/C(=C/c2ccc(F)cc2)N2CCC1CC2 (stereo not drawn) | 0.6 | 6.8 | -2.6 | -0.2 | 15.0 | 0.1 | -2.8 | 1.0
CN1CCN(Cc2nnc3n2-c2ccc(Cl)cc2C(c2ccccc2)=NC3)CC1 | 2.1 | -10.6 | 3.4 | -1.6 | 7.6 | -0.6 | 1.0 | -4.9
CN1CCN(Cc2cc(C(C)(C)C)c(O)c(C(C)(C)C)c2)CC1 | -6.7 | 5.1 | -2.9 | -0.1 | 12.6 | 1.7 | 9.9 | 10.7
O=C(c1cccs1)N1C2CCC1CC(O)(c1cccnc1)C2 (stereo not drawn) | -6.2 | -7.4 | -0.7 | -2.0 | 12.1 | 1.0 | -2.9 | 5.0
COc1ccc(CCn2c(O)c(/C=N/N3CCOCC3)c(=O)[nH]c2=O)cc1OC | 5.1 | -2.6 | 0.8 | -1.8 | 10.6 | 3.8 | -3.9 | -7.4
CN1CCc2nc(N)c(C#N)c(-c3ccccc3)c2C1 | 3.0 | -9.5 | -0.2 | -13.5 | -98.5 | 1.0 | 25.9 | 1.6
N#CC1=C(N)Oc2c(c(=O)oc3ccccc23)C1c1ccccc1OC(=O)c1cccs1 (stereo not drawn) | -4.7 | 12.7 | -7.0 | -6.1 | -5.0 | 0.1 | -12.5 | 0.7
CCOc1ccc(C2SCC(=O)Nc3c2c(=O)[nH]n3C2CCCCCC2)cc1 (stereo not drawn) | 1.2 | 5.1 | -0.6 | -10.7 | 3.8 | 3.0 | -5.4 | -3.4
CSc1ncc(/C=C2/C(=O)NC(=O)N(c3ccc(C(C)C)cc3)C2=O)cn1 | -2.5 | -22.7 | -3.8 | -3.9 | 18.1 | -2.5 | -20.2 | 1.1
O=c1[nH]c(=O)n(CCc2ccccc2)c(O)c1/C=N/N1CCOCC1 | 0.7 | -0.3 | -0.1 | 0.9 | 11.3 | 5.6 | -3.5 | -2.6
C=CCN1CC[C@]23c4c5ccc(O)c4OC2[C@H](O)CC[C@@]3(O)[C@H]1C5 (stereo partly drawn) | -13.8 | 16.1 | 0.9 | 1.7 | 4.0 | 0.7 | 0.6 | 1.5
O=C(CCc1nnc2ccc(NCc3ccccc3Cl)nn12)N1CCC2(CC1)OCCO2 | -1.6 | 12.1 | 0.1 | -6.2 | -15.8 | 0.1 | 2.4 | 7.5
C/C(=N\NC(=O)c1ccncc1)c1c(O)n(Cc2ccccc2)c(=O)[nH]c1=O | -1.8 | -18.5 | 1.4 | -9.7 | -108.2 | -0.2 | 1.3 | -1.6
CC(=O)N1N=C2C3CCN(CC3)C2C1c1ccc(Br)cc1 (stereo not drawn) | 1.8 | -22.1 | 0.8 | -2.3 | 16.8 | -1.9 | 5.6 | -2.8
CC(=O)NC(Cc1ccc(N(CCCl)CCCl)cc1)C(=O)O (stereo not drawn) | -11.9 | -1.5 | 4.8 | 2.2 | 1.6 | -3.4 | -5.7 | -7.6
Cc1c(NC(NC(=O)CF)C(Cl)(Cl)Cl)c(=O)n(-c2ccccc2)n1C (stereo not drawn) | 2.8 | -21.8 | -1.4 | 8.2 | 6.6 | -1.1 | 1.0 | -0.8
COc1ccc(CCN(C)Cc2c(F)cccc2F)cc1OC | -2.5 | -7.1 | -0.5 | -5.5 | 7.7 | -0.5 | -10.6 | -0.8
CCC12CN3CCN(CC(C3)/C1=N/NC(N)=O)C2 | 0.5 | -23.4 | -3.2 | -2.9 | 5.7 | -1.1 | -13.9 | 0.5
Cc1ccc(S(=O)(=O)N(C)C/N=C(\N)N[N+](=O)[O-])cc1 | -3.1 | 11.8 | -3.0 | -8.9 | 7.8 | 0.8 | 12.1 | 5.7
O=C1NC(=O)N(CCNc2ncc(C(F)(F)F)cc2Cl)C(=O)C1Cc1ccc(Cl)cc1 (stereo not drawn) | 4.1 | -5.1 | -0.9 | 6.8 | 22.6 | 9.0 | -0.6 | -3.3
O=C1NC(=S)SC1=Cc1ccc(N(CCCl)CCCl)cc1 | 16.2 | -24.6 | 3.6 | 14.8 | -3.9 | 52.9* | x | x

One compound at a time (already shown). Order of values: ATG4B inh | PfGluPho inh | GRIN3A LBD mod | HKDC1 inhibitor | SENP8 inh | MPTP inh | SENP6 block | SENP7 block
Shown for Cc1c(NC(NC(=O)CF)C(Cl)(Cl)Cl)c(=O)n(-c2ccccc2)n1C (stereo not drawn) → 2.8 | -21.8 | -1.4 | 8.2 | 6.6 | -1.1 | 1.0 | -0.8
Shown for COc1ccc(CCN(C)Cc2c(F)cccc2F)cc1OC → -2.5 | -7.1 | -0.5 | -5.5 | 7.7 | -0.5 | -10.6 | -0.8

Additional records follow:
SMILES | ATG4B inh | PfGluPho inh | GRIN3A LBD mod | HKDC1 inhibitor | SENP8 inh | MPTP inh | SENP6 block | SENP7 block
COC(=O)CNC(=O)c1cn(CCC#N)nc1-c1ccc(F)cc1 | -6.6 | 6.4 | 0.0 | 4.8 | 15.8 | 7.2 | -17.4 | -4.6
O=c1[nH]c(=S)n(-c2ccc(Cl)cc2)c(O)c1/C=N/N1CCOCC1 | 3.6 | -10.9 | -0.1 | -2.1 | 1.8 | 1.5 | -26.5 | 6.0
C=Cn1c(P(=S)(N2CCOCC2)N2CCOCC2)cc2c1CCCC2 | -5.0 | -15.1 | 0.1 | 5.3 | 5.7 | -0.5 | -1.7 | 8.4
Cc1ccsc1C(=O)C1CCCN(Cc2cnn(C(C)C)c2)C1 (stereo not drawn) | -15.2 | -5.1 | 0.7 | -8.4 | 0.0 | 1.0 | -3.0 | -9.5
CC1=Nc2cc(C(=O)N3CCC4(CC3)OCCO4)ccc2Sc2ccc(Cl)cc21 | -0.5 | 10.3 | 3.2 | -0.7 | 18.7 | 1.9 | 3.0 | -6.0
c1ccc(CN2CCc3nc4ccccc4cc3C2)cc1 | -3.9 | 12.1 | -0.3 | -2.4 | 13.1 | 0.5 | -27.6 | -5.2
Cc1ccc(C(O)(c2ccc(C)c(C)c2)C2CN3CCC2CC3)cc1C (stereo not drawn) | 11.9 | -10.0 | 0.0 | -5.1 | 12.4 | 1.4 | -3.4 | -1.2
CC(=O)N1N=C(c2cccnc2)OC1c1ccccc1Cl (stereo not drawn) | 0.3 | -4.8 | -0.5 | -1.7 | -35.2 | 3.1 | -9.7 | 4.7
Cc1ccc(-n2c(O)c(C=NCc3cccnc3)c(=O)[nH]c2=O)cc1C | -10.9 | -23.7 | 1.5 | -9.1 | 6.7 | -1.5 | 0.5 | 9.0
CC1(C)NC(=O)[C@H]2CCCN21 | 1.2 | -22.8 | -1.8 | 1.4 | 25.7 | -2.4 | -8.6 | -7.6
CC1=NN(c2ccccc2)C(=O)/C1=C/c1c(O)[nH]c(=S)[nH]c1=O | 1.0 | 8.1 | -6.0 | 3.4 | 39.5 | -0.9 | -10.2 | 10.6
COc1cc(/C=C(/C)[N+](=O)[O-])ccc1OCc1ccccc1Cl | 23.4 | 51.8 | 2.8 | 28.9 | 7.9 | 13.4 | 9.3 | 1.5
CCN(CC)c1ccc(/C=N/c2sc3c(c2C#N)C2CCN3CC2)c(O)c1 | 30.6 | 14.9 | 3.9 | -1.9 | 16.3 | 1.1 | x | x
Cc1cc(CN(C)C)c(OC(=O)N(C)C)cc1C | -10.5 | 8.2 | 2.1 | -2.6 | 9.0 | 4.9 | -6.5 | -6.9
O=C(c1cc(F)ccc1F)C1CCCN(CCCc2ccccc2)C1 (stereo not drawn) | 5.1 | 1.8 | -2.9 | 7.5 | 16.7 | 0.4 | -1.6 | 7.0
CN1C(=O)NC(=O)/C(=C/c2ccc(C(=O)O)cc2)C1=O | -2.2 | -6.9 | 0.1 | -3.8 | 26.9 | -1.2 | -14.8 | -6.8
O=c1[nH]c(=S)[nH]c(O)c1N=Nc1ccc2c(c1)OCO2 | 6.2 | 3.2 | 1.5 | 5.7 | 28.0 | 2.2 | 89.2* | 84.6*
COC(=O)c1ccc(COc2cc(C)cc3oc(=O)c4c(c23)CCCC4)o1 | -5.5 | 6.7 | -0.1 | -3.7 | -73.2 | 3.7 | -15.4 | -1.9
Cc1ccc(-n2cc(CNC(C)Cc3cnccn3)c(-c3cccc(C)c3)n2)cc1 (stereo not drawn) | -1.7 | 6.2 | -0.9 | -6.8 | 13.7 | 2.9 | 4.1 | -11.8
O=C(CN1C2CCC1CC(O)(c1cccnc1)C2)Nc1ccc2c(c1)OCO2 (stereo not drawn) | -5.9 | 4.4 | 0.2 | -1.9 | 11.3 | -0.5 | -13.5 | -2.6

Screening results as filed in PubChem.

Some of the compounds tested (hit frequency here may not be typical).
